Screening results: PubChem, National Center for Advancing Translational Sciences (NCATS)
NPC1 prom act – NPC1 promoter activation. actives 2.4% (n = 320,000). Potency, µM (series often up to 9.22 µM), without a hit: at the top dose activation, most hits filed as activators. Huh7 NPC1 promoter luciferase reporter, 24 h;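 also: potency is read from the fitted curve at half-maximal effect; % of control where 0% means no effect; nearly all actives have a fitted effect of over 60% in size; reporter is driven by a mutant NPC1 promoter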
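NPC1 promoter–luciferase Huh7 cells; 24 h compound; luminescence.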
Gal4-VP16 FLuc – counter-screen for ROR gamma inhibitors: Gal4-VP16 reporter. Potency, µM (top dose mostly 53.6 µM), without a hit: at the top dose activity, negative = inhibition, actives largely listed as inhibitors. Drosophila S2 Gal4-VP16 UAS-luciferase, luminescence, 20 h. AID 2546. actives 3.5% (n = 310,000);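 also: Gal4-VP16 expression switched on by copper sulfate through the metallothionein promoter; potency is read from the fitted curve at half-maximal effect; % is scaled to controls: 0 for no effect and ±100 for the full control effect; nearly all actives have a fitted effect of over 50% in size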
FLuc modulator – firefly luciferase modulation, counter-screen for miR-21 project | P08659 | purified FLuc, Km substrates, luminescence inhibition | Potency, µM (top dose mostly 57.5 µM), for inactives: at the top dose activity change, negative = inhibition, actives largely listed as inhibitors | actives 6.9% (n = 360,000) | AID 588342;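 also: potency is read from the fitted curve at half-maximal effect; plate controls were vehicle for no effect and reference inhibitor for full effect; nearly all actives have a fitted effect of over 55% in size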
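Biochemical qHTS of compounds, final roughly 60 µM downward over six points, against 10 nM purified firefly luciferase using Km concentrations of substrates (10 uM D-luciferin, 10 uM ATP) in Tris acetate pH 7.5 buffer; luminescence output.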
Tb PFK inh – blocks T. brucei phosphofructokinase | O15648 | actives 0.17% (n = 330,000) | Potency, µM (series often up to 57.5 µM), inactives show at the highest dose activity, negative = inhibition, most hits filed as inhibitors | T. brucei PFK, ADP-Glo luminescence;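 also: potency is read from the fitted curve at half-maximal effect; 0% = uninhibited 1x PFK enzyme wells and -100% = no-enzyme wells; nearly all actives have a fitted effect of over 60% in size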
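Compounds were pin-transferred as a titration series up to 57 uM into substrate buffer (0.5 mM F6P, 0.1 mM ATP, pH 8.0), then 1.25 nM PFK was added and reactions ran 45 min before ADP-Glo detection.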
ELG1 DNA repair – inhibitors of ELG1-dependent DNA repair in HEK293T cells; HEK293T ELG1-luciferase reporter, luminescence, 16 h; DNA damage induced by 5-fluorouridine; Potency, µM (doses to about 46.1 µM), inactives show at the highest dose activity change, negative = inhibition, actives largely listed as inhibitors; actives 2.3% (n = 330,000); AID 504467; also: potency is read from the fitted curve at half-maximal effect; % is scaled to controls: 0 for no effect and ±100 for the full control effect; nearly all actives have a fitted effect of over 55% in size
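Luminescence from the luciferase reporter, measured 30 min after ONE-Glo reagent at room temperature, was the read-out. Beforehand, 2,000 cells per well were exposed for 16 hr at 37 °C to 5-fluorouridine together with compound or vehicle.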
Rab9 prom act – activators of Rab9 promoter; Huh7 Rab9 promoter-luciferase reporter, luminescence, 24 h; Potency, µM (doses to about 9.22 µM), for inactives: top-dose activation, negative = inhibition, most hits filed as activators; actives 2.8% (n = 320,000); also: potency is read from the fitted curve at half-maximal effect; % of control where 0% means no effect; nearly all actives have a fitted effect of over 60% in size
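Promoter activation is measured as luciferase luminescence in Huh7 cells stably transfected with a Rab9 promoter–luciferase construct, following 24 h compound exposure at 37 °C and 10 min reagent incubation at ambient temperature.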
BRCA1 expr act – increases BRCA1 expression | Potency, µM (titrated, usually from 46.1 µM), for the others: at the highest dose activation, hits mostly activators | MCF7-BRCA1-FFLuc reporter, luminescence, 48 h; response scale: scaled: vehicle 0%, 10 µM genistein 100% | actives 1.1% (n = 380,000); also: potency is read from the fitted curve at half-maximal effect; nearly all actives have a fitted effect of over 80% in size; some results filed as inactive show a strong effect at the top dose
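Compounds are tested at multiple concentrations on MCF7 BRCA1-luciferase reporter cells seeded at 2000 per well; after 48 h, a single luminescence end-point is taken and curves fitted to the normalized data.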
p53 reactivation – re-activators of mutant p53; actives 0.063% (n = 320,000); Potency, µM (series often up to 92.2 µM), without a hit: top-dose activity change, positive = activation, hits mostly activators; H1299 p53-A138V BP100-luciferase reporter, luminescence, 24 h; also: potency is read from the fitted curve at half-maximal effect; % of control where 0% means no effect; nearly all actives have a fitted effect of over 45% in size
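p53-null H1299 cells stably carrying temperature-sensitive p53-A138V and a BP100-luciferase reporter were pinned with compounds (4-point, 1:5 series) and held 24 hrs at 37 deg C. Luminescence was read 10 min after detection reagent.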
ELG1 genotoxic – inducers of genotoxicity in HEK293T ELG1-luciferase cells | HEK293T ELG1-luciferase reporter, luminescence, 16 h | AID 504466 | actives 1.3% (n = 330,000) | Potency, µM (doses to about 46 µM), for inactives: at the highest dose activity change, positive = activation, usual class: activators; also: potency is read from the fitted curve at half-maximal effect; % of control where 0% means no effect; nearly all actives have a fitted effect of over 60% in size
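HEK293T cells expressing luciferase-tagged ELG1 were treated with compound or DMSO for 16 hr at 37°C. Luciferase activity was then read after 30 min with ONE-Glo at room temperature; rising signal flags genetic stress.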
RORgamma inh – blocks mouse ROR gamma transcriptional activity; Drosophila S2 Gal4-RORgamma UAS-luciferase reporter, 20 h; actives 5.4% (n = 310,000); Potency, µM (doses to about 53.6 µM), without a hit: at the highest dose activity change, negative = inhibition, usual class: inhibitors; AID 2551; also: potency is read from the fitted curve at half-maximal effect; % is scaled to controls: 0 for no effect and ±100 for the full control effect; nearly all actives have a fitted effect of over 60% in size
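Schneider cells (Drosophila), stable Gal4 DBD–ROR gamma + UAS-luc; 1 hr cmpd preincubation; Cu2+ induction 700 uM final; 20 hr ambient; luminescence.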
TRPV1 agonist – agonists of human vanilloid receptor 1 (TRPV1); Q8NER1; TRPV1-expressing cells, Fluo-8 calcium influx, agonist mode; activation, % at 8.33 µM; actives 0.19% (n = 320,000); AID 540275; in the data active = activation above about 80%; inconclusive = between about 30% and that limit; also: 0% is about no effect
Target sequence (Q8NER1 whole entry, looked up): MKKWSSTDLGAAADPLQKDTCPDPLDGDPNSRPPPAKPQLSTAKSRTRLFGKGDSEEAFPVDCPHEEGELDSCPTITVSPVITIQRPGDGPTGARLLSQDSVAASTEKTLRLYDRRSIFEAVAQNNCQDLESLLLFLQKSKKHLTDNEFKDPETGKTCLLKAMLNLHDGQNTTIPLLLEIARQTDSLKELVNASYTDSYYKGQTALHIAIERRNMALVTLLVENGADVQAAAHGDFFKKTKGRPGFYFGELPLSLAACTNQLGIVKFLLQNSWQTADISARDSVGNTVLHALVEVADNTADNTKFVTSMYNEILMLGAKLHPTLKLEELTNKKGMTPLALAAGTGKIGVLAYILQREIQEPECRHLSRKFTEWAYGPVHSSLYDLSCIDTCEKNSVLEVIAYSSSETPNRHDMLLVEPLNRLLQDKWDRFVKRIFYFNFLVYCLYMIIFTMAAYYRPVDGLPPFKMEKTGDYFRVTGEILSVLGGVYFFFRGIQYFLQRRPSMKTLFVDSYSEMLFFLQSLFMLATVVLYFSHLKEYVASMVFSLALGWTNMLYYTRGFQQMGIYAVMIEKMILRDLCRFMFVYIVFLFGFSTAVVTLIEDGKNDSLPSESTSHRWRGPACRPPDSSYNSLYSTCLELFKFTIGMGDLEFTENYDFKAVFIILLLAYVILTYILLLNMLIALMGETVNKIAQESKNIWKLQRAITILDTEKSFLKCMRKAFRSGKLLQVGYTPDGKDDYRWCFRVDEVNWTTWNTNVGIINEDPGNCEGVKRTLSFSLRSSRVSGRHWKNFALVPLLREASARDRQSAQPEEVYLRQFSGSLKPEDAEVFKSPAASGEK
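Cells expressing TRPV1 were dye-loaded with Fluo-8 and read kinetically: 10 s baseline, 3 min after compound (agonist portion), then 2 min after EC20 capsaicin (allosteric enhancer portion). Calcium-bound dye fluorescence at 480/520 nm.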
Active calls of the source: *; & = joins results of further samples. Unless noted, calls follow the shape of the dose curve; as a rule, active = well fitted curve in the direction sought with a large enough effect; inconclusive = small, poorly fitted or top-dose-only effect, or another doubt; inactive = no such curve, though single readings can be large; an effect the other way counts as inactive or inconclusive.

Screening Cc1cc(C)cc(N(CC(=O)Nc2ccccc2)C2=NC3CS(=O)(=O)CC3S2)c1 (centres undefined) returned NPC1 prom act -6%, Gal4-VP16 FLuc 13%, FLuc modulator 0%, Tb PFK inh -1%, ELG1 DNA repair 4%, Rab9 prom act -25%, BRCA1 expr act -16%, p53 reactivation 3%, ELG1 genotoxic -7%, RORgamma inh 8% and TRPV1 agonist 1.
For CCOC(=O)c1c(C)[nH]c(C(=O)OCc2c(C)noc2C)c1C the results were NPC1 prom act -3%, Gal4-VP16 FLuc 2%, FLuc modulator 5%, Tb PFK inh 3%, ELG1 DNA repair inconclusive, Rab9 prom act -11%, BRCA1 expr act -62%, p53 reactivation -2%, ELG1 genotoxic 0%, RORgamma inh 2% and TRPV1 agonist 21.
Screening CN1CCN(Cc2nc3c(c(=O)n(C)c(=O)n3C)n2Cc2cccc3ccccc23)CC1 returned NPC1 prom act -2%, Gal4-VP16 FLuc -4%, FLuc modulator 3%, Tb PFK inh -1%, ELG1 DNA repair -2%, Rab9 prom act -6%, BRCA1 expr act 8%, p53 reactivation -18%, ELG1 genotoxic 2%, RORgamma inh -42% and TRPV1 agonist 3.
For CCOc1[nH]n(-c2ccccc2)c(=O)c1C=Nc1ccccc1 the results were NPC1 prom act -11%, Gal4-VP16 FLuc -4%, FLuc modulator -20%, Tb PFK inh -3%, ELG1 DNA repair inconclusive, Rab9 prom act 3%, BRCA1 expr act -55%, p53 reactivation 3%, ELG1 genotoxic -2%, RORgamma inh 9% and TRPV1 agonist 15.
For CN1CCCN(C(=O)Cc2c(Cl)cccc2Cl)c2nc3ccccc3nc21 the results were NPC1 prom act 3%, Gal4-VP16 FLuc -4%, FLuc modulator -42%, Tb PFK inh -1%, ELG1 DNA repair -22%, Rab9 prom act 0%, BRCA1 expr act -3%, p53 reactivation 0%, ELG1 genotoxic -16%, RORgamma inh 12% and TRPV1 agonist 28.
O=C(CS(=O)(=O)c1ccccc1)Nc1ccccn1 was read as NPC1 prom act -3%, Gal4-VP16 FLuc 6%, FLuc modulator 1%, Tb PFK inh 0%, ELG1 DNA repair 1%, Rab9 prom act -5%, BRCA1 expr act 1%, p53 reactivation 5%, ELG1 genotoxic 2%, RORgamma inh -8% and TRPV1 agonist 0.
Cc1cccc(C)c1C(=NCCCN(C)C)c1ccccc1 was read as NPC1 prom act -5%, Gal4-VP16 FLuc 1%, FLuc modulator 2%, Tb PFK inh 0%, ELG1 DNA repair -7%, Rab9 prom act -4%, BRCA1 expr act 6%, p53 reactivation -11%, ELG1 genotoxic -4%, RORgamma inh -12% and TRPV1 agonist 1.
C=CCNC(=S)N(Cc1ccccc1)Cc1ccccc1 was read as NPC1 prom act -5%, Gal4-VP16 FLuc -12%, FLuc modulator 4%, Tb PFK inh -2%, ELG1 DNA repair -11%, Rab9 prom act 2%, BRCA1 expr act -5%, p53 reactivation -5%, ELG1 genotoxic -4%, RORgamma inh inconclusive and TRPV1 agonist 3.
Screening O=C(Nc1ccccn1)C1(c2cccs2)CCOCC1 returned NPC1 prom act 2%, Gal4-VP16 FLuc -14%, FLuc modulator -1%, Tb PFK inh -1%, ELG1 DNA repair 23%, Rab9 prom act 0%, BRCA1 expr act -2%, p53 reactivation 9%, ELG1 genotoxic 0%, RORgamma inh 24% and TRPV1 agonist 0.
`COc1ccc(CC(=O)Nc2ccc3c(c2)CCC3)cc1S(=O)(=O)N1CCOCC1` gave NPC1 prom act 14%, Gal4-VP16 FLuc 17%, FLuc modulator -6%, Tb PFK inh 0%, ELG1 DNA repair -30%, Rab9 prom act -2%, BRCA1 expr act 8%, p53 reactivation -2%, ELG1 genotoxic -1%, RORgamma inh inconclusive and TRPV1 agonist -2.
`COc1ccc2c(=O)c(-c3ccccc3)coc2c1` gave NPC1 prom act 0.71µM*, Gal4-VP16 FLuc 0%&-13%, FLuc modulator 3µM*, Tb PFK inh -2%, ELG1 DNA repair inconclusive, Rab9 prom act 0.79µM*, BRCA1 expr act inconclusive, p53 reactivation 23%, ELG1 genotoxic 1%, RORgamma inh inconclusive and TRPV1 agonist 16.
Screening CC/C(=N\NC(=O)c1nnn(-c2nonc2N)c1-c1cccc(OC)c1)c1ccc(C)cc1 returned NPC1 prom act -6%, Gal4-VP16 FLuc -15%, FLuc modulator 0%, Tb PFK inh -3%, ELG1 DNA repair inconclusive, Rab9 prom act -6%, BRCA1 expr act -15%, p53 reactivation -4%, ELG1 genotoxic -4%, RORgamma inh -8% and TRPV1 agonist -1.
CC(=O)O[C@H]1CC(=O)OC(C)(C)C2CC(=O)[C@]3(C)C(CC[C@@](C)([C@@H](O[C@@H]4O[C@H](CO)[C@@H](O)[C@H](O)[C@H]4O)c4ccoc4)[C@@]34O[C@@H]4C(=O)O)[C@]21C (some centres undefined) was read as NPC1 prom act 7%, FLuc modulator 1%, Tb PFK inh -2%, ELG1 DNA repair 0%, Rab9 prom act 4%, BRCA1 expr act 3%, p53 reactivation -1%, ELG1 genotoxic -3% and TRPV1 agonist 3.
For Cc1ccc(NC(=O)C2C3CCCC2C3c2ccccc2)cc1C (centres undefined) the results were NPC1 prom act 1%, Gal4-VP16 FLuc 0%, FLuc modulator -2%, Tb PFK inh 1%, ELG1 DNA repair inconclusive, Rab9 prom act -3%, BRCA1 expr act -12%, p53 reactivation -2%, ELG1 genotoxic 1%, RORgamma inh -4% and TRPV1 agonist 10.
COc1ccc(Cn2c(=O)[nH]c3cc(C(=O)NC4CCCC4)ccc3c2=O)cc1 was read as NPC1 prom act -3%, Gal4-VP16 FLuc 8%, FLuc modulator -1%, Tb PFK inh 0%, ELG1 DNA repair 6%, Rab9 prom act -1%, BRCA1 expr act -20%, p53 reactivation -1%, ELG1 genotoxic inconclusive, RORgamma inh inconclusive and TRPV1 agonist -3.
`Cc1ccc(-c2nnn(CC(=O)N3CCC(C)CC3)n2)o1` gave NPC1 prom act 0%, Gal4-VP16 FLuc 14%, FLuc modulator -14%, Tb PFK inh 0%, ELG1 DNA repair inconclusive, Rab9 prom act -3%, BRCA1 expr act 0%, p53 reactivation 5%, ELG1 genotoxic inconclusive, RORgamma inh 21% and TRPV1 agonist 6.
`COc1ccc(S(=O)(=O)NCCN2CCOCC2)cc1[N+](=O)[O-]` gave NPC1 prom act -4%, Gal4-VP16 FLuc 9%, FLuc modulator 0%, Tb PFK inh 0%, ELG1 DNA repair 2%, Rab9 prom act 3%, BRCA1 expr act 1%, p53 reactivation 5%, ELG1 genotoxic 1%, RORgamma inh -24% and TRPV1 agonist 3.
`CCCc1cc(=O)[nH]c(SCC(=O)Nc2cccc(S(=O)(=O)N3CCCCC3)c2)n1` gave NPC1 prom act 3%, FLuc modulator -7%, Tb PFK inh 0%, ELG1 DNA repair 2%, Rab9 prom act -1%, BRCA1 expr act -3%, p53 reactivation -9%, ELG1 genotoxic 1% and TRPV1 agonist -2.
Screening CCOC(=O)c1c(C)[nH]c(C)c1C(=O)CSc1nncs1 returned NPC1 prom act -2%, Gal4-VP16 FLuc -4%, FLuc modulator -2%, Tb PFK inh 0%, ELG1 DNA repair 4%, Rab9 prom act 2%, BRCA1 expr act -9%, p53 reactivation 2%, ELG1 genotoxic 2%, RORgamma inh -6% and TRPV1 agonist -2.
For CC(C)C(=O)NC(=S)Nc1ccc(S(=O)(=O)NC2CCCCC2)cc1 the results were NPC1 prom act -4%, Gal4-VP16 FLuc inconclusive, FLuc modulator -4%, Tb PFK inh -18%, ELG1 DNA repair 12µM*, Rab9 prom act -9%, BRCA1 expr act 0%, p53 reactivation -11%, ELG1 genotoxic -7%, RORgamma inh inconclusive and TRPV1 agonist -3.
`CC(C)C[C@H](NC(=O)OC(C)(C)C)C(=O)N/N=C/c1ccc2nccnc2c1` gave NPC1 prom act 0%, Gal4-VP16 FLuc -3%, FLuc modulator 1%, Tb PFK inh 0%, ELG1 DNA repair -8%, Rab9 prom act -2%, BRCA1 expr act -25%, p53 reactivation 0%, ELG1 genotoxic -1%, RORgamma inh -2% and TRPV1 agonist 2.
For Cc1ccccc1-c1nc(SCc2cccnc2)c2c(=O)n(C)c(=O)n(C)c2n1 the results were NPC1 prom act -2%, Gal4-VP16 FLuc 0%, FLuc modulator 4%, Tb PFK inh -5%, ELG1 DNA repair 8%, Rab9 prom act 10%, BRCA1 expr act -12%, p53 reactivation 4%, ELG1 genotoxic 5%, RORgamma inh -22% and TRPV1 agonist 0.
